Rev-erbA mod = Rev-erb alpha (human) modulation; hit rate 0.79% among 370,000; AID 1259318; activity, % at 10 µM; Rev-erbα–FITC-DNA binding, fluorescence polarization, 90 min; P20393;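 active = activity above about 14%, limit read from the data; passing the limit was not always enough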;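 note: 0% = DMSO wells with 35 nM protein and 100% = DMSO wells with 750 nM protein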
HTRA1 inhibitor = inhibitors of human serine peptidase HTRA1. hit rate 0.5% among 340,000. inhibition, % at 5.96 µM. Q92743. recombinant HTRA1, FP-rhodamine activity-based probe, fluorescence polarization. AID 504803; in the data active = inhibition above about 36%;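 note: 0% = enzyme with DMSO and 100% = wells lacking enzyme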
mABHD4 FP = ABHD4 (mouse) inhibition, primary FP screen | Q8VD66 | purified mABHD4, FP-Rh probe fluorescence polarization | inhibition, % at 8.92 µM | hit rate 0.54% among 370,000 | AID 720543;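 active = inhibition exceeding the mean over every tested compound plus 3 SD, cut at about 30% in these data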;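 note: 0% = plate median of compound wells and 100% = S159A mutant with DMSO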
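Test system: mABHD4 protein; Read-out basis: % inhibition; Incubation: 45 min + 60 min at 25 °C; Repeats: single replicate; Technique: fluorescence polarization with parallel and perpendicular emission, 525/598 nm; Compound: 8.92 µM, single dose; Benchmarks: full inhibition S159A mutant plus DMSO, zero as sample-well median.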
SMARCA2 act = activators of SMARCA2 function. hit rate 1% among 370,000. activation, % at 9.1 µM. MG213 cells, MMTV-luciferase reporter, dexamethasone, overnight; in the data active = activation above about 7.8%;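 note: 0% = vehicle wells and 100% = reference activator wells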
GC-B act = GC-B (human) receptor activation. P20594. HEK293-GC-B cells, CNP EC30, cGMP TR-FRET; 0% at EC30 CNP, 100% saturating CNP. activation, % at 10 µM. hit rate 0.11% among 370,000. AID 1920062;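 active = activation at 10 µM reaching about 35% in either raw or pattern-adjusted values, limit read from the data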
Target sequence (P20594 whole entry, looked up): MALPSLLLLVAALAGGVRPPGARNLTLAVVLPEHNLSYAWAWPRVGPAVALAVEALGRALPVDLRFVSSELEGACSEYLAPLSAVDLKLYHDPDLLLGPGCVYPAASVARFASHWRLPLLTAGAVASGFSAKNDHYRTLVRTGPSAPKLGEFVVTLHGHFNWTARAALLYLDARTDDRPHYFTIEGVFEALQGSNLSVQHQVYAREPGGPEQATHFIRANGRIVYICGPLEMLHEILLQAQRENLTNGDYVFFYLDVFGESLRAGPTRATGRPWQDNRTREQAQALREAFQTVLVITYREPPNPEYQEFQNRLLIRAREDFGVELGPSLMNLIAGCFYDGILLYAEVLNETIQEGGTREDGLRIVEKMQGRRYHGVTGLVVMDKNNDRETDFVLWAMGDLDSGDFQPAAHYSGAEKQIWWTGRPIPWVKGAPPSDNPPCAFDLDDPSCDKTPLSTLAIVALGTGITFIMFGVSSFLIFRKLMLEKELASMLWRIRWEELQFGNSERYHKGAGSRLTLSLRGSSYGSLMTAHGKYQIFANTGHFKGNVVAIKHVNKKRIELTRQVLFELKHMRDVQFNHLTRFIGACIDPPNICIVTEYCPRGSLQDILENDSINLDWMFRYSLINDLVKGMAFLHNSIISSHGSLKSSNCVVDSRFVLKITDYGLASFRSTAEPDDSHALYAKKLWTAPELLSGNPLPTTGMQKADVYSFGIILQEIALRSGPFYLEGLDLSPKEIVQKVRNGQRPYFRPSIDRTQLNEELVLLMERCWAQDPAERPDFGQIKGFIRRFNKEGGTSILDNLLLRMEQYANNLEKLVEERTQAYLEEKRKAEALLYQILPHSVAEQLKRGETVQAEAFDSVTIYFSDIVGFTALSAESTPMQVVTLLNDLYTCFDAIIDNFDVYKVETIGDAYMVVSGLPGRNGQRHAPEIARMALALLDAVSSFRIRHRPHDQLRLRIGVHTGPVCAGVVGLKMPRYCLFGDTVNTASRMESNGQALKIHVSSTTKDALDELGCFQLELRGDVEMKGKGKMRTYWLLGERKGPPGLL
rCAG binder = binds r(CAG) RNA repeats | inhibition, % at 3 µM | hit rate 1.3% among 370,000 | r(CAG) RNA repeat, TO-PRO-1 dye displacement fluorescence | AID 651821;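 active = inhibition above the plate cutoff, the mean of all test compounds on that plate plus 3 SD, cut at about 35% in these data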;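 note: 0% = DMSO alone and 100% = 100 µM mitoxantrone as full dye displacement; higher means more dye released from RNA so lower well fluorescence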
ASAP1 GAP inh = ASAP1 ArfGAP inhibition | inhibition, % at 16.5 µM | Q9ULH1 | ASAP1-stimulated ARF1 GTP hydrolysis, GDP FP detection | hit rate 0.19% among 360,000; in the data active = inhibition above about 25%;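 note: 0% = vehicle with enzyme and substrate and 100% = no enzyme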
PG9 binder = PG9 antibody binding by small molecule | TR-FRET gp120-PG9 antibody binding | AID 624416 | hit rate 0.43% among 360,000 | inhibition, % at 6.7 µM; in the data active = inhibition above about 8.5%
ARFGAP1 inhibitor = inhibitors of rat ARFGAP1; hit rate 0.26% among 360,000; Arfgap1-stimulated ARF1 GTP hydrolysis, GDP FP detection; inhibition, % at 16.5 µM;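 active = inhibition above a per-plate limit, mean inhibition of low control wells plus 3 SD, cut at about 25% in these data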;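 note: 0% = DMSO wells with enzyme and 100% = wells lacking Arfgap1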
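material = rat Arfgap1 catalytic domain, aa 1-136 | also added = human ARF1(Δ1-17)-GTP substrate | compound dosing = one concentration, 16.5 µM, DMSO 1.26% | times = GTP hydrolysis reaction 2 h at 25 °C | measured by = FP, GDP Alexa 633 tracer displaced from anti-GDP antibody, 620/688 nm | evaluation = percent inhibition of Arfgap1-stimulated GTP hydrolysis | replication = single well per compound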
GC-A act = GC-A (human) enzyme activation; AID 1671463; activation, % at 10 µM; P16066; hit rate 0.14% among 370,000; HEK293 GC-A cells, cGMP TR-FRET, EC30 ANP; 0% at EC30 ANP, 100% saturating ANP; in the data active = activation above about 40%
Numbers without * were called inactive; / = not tested or not shown.

#	canonical_smiles	Rev-erbA mod	HTRA1 inhibitor	mABHD4 FP	SMARCA2 act	GC-B act	rCAG binder	ASAP1 GAP inh	PG9 binder	ARFGAP1 inhibitor	GC-A act
1	CC(=O)c1ccc(OCc2cc(C(=O)N3CCOCC3)no2)cc1	2.8	3.8	-10.5	0.7	-1.4	0.8	10.5	-2.5	5.9	2.0
2	O=C1c2ccccc2NC(c2ccccc2O)N1O (stereo unspecified)	0.6	12.8	9.6	-1.0	1.6	1.7	-12.2	-0.7	-0.1	1.7
3	COc1ccccc1C(=O)Nc1ccc2c(c1)C(=O)NC2=O	-1.1	-8.3	-4.0	0.4	-7.8	2.6	-8.0	2.0	17.0	-0.1
4	CC(=O)Nc1c(-c2cc(=O)oc3cc(C)ccc23)oc2ccccc12	3.4	-22.2	-3.2	-1.7	0.8	-1.2	8.1	-3.6	-4.2	-2.6
5	Cc1ccc(S(=O)ONc2cccc(NOS(=O)c3ccc(C)cc3)c2)cc1 (stereo unspecified)	4.3	-33.3	3.5	-3.5	-3.1	14.5	4.8	1.8	0.4	-0.9
6	CCc1nc2ccccc2c(C(=O)NCc2ccccc2)c1C	2.1	-3.4	-2.0	-1.4	3.0	-3.3	-0.5	-1.1	0.8	1.4
7	CCOc1ccccc1NC(=O)n1ncc2c(C)cccc21	-1.4	1.1	1.4	-0.6	-12.6	4.4	-4.5	-0.9	5.4	-12.7
8	CC(=O)Nc1nc(N2C(=O)c3ccccc3C2=O)n(-c2ccccc2)n1	0.8	5.3	-1.0	-0.8	1.8	-1.2	13.4	-0.3	4.1	-4.0
9	CCC(C)NC(=O)C1CCN(S(=O)(=O)c2cccc3nonc23)CC1 (stereo unspecified)	6.3	7.8	4.6	1.1	0.4	-0.5	2.4	-0.6	2.2	-0.4
10	COc1ccc(N/C=C(\C#N)c2nc3ccccc3n2C)c(OC)c1	3.6	4.4	11.2	4.6	3.3	8.7	10.9	-0.2	19.9	-3.2
11	CCN(CC)c1ccc(C(=O)OCC(=O)Nc2ccccc2-c2ccccc2)cc1	-3.2	-50.8	-3.7	-5.2	10.6	2.9	6.7	-2.7	-4.6	-12.3
12	CN(C)C(CNC(=O)c1cccnc1Sc1ccccc1)c1ccco1 (stereo unspecified)	0.9	-1.6	-0.5	0.6	3.6	-0.9	-12.2	-0.5	9.4	8.1

Reprinted at random: 3 entries already listed
#	canonical_smiles	Rev-erbA mod	HTRA1 inhibitor	mABHD4 FP	SMARCA2 act	GC-B act	rCAG binder	ASAP1 GAP inh	PG9 binder	ARFGAP1 inhibitor	GC-A act
4	CC(=O)Nc1c(-c2cc(=O)oc3cc(C)ccc23)oc2ccccc12	3.4	-22.2	-3.2	-1.7	0.8	-1.2	8.1	-3.6	-4.2	-2.6
9	CCC(C)NC(=O)C1CCN(S(=O)(=O)c2cccc3nonc23)CC1 (stereo unspecified)	6.3	7.8	4.6	1.1	0.4	-0.5	2.4	-0.6	2.2	-0.4
1	CC(=O)c1ccc(OCc2cc(C(=O)N3CCOCC3)no2)cc1	2.8	3.8	-10.5	0.7	-1.4	0.8	10.5	-2.5	5.9	2.0

The list goes on:
#	canonical_smiles	Rev-erbA mod	HTRA1 inhibitor	mABHD4 FP	SMARCA2 act	GC-B act	rCAG binder	ASAP1 GAP inh	PG9 binder	ARFGAP1 inhibitor	GC-A act
13	CCOC(=O)C(C)Sc1nnc(-c2ccccc2O)n1Cc1ccccc1 (stereo unspecified)	-2.9	-2.4	3.1	-3.3	-8.2	-1.4	8.3	-1.2	4.1	-13.0
14	Cc1ccc(S(=O)(=O)N2CCCCC2)cc1NC(=O)c1ccc(=O)[nH]c1	5.6	1.5	-11.1	-0.5	7.1	10.3	10.5	-2.5	10.8	-4.9
15	O=C(O)CSCC(=O)N(Cc1ccccc1)c1nc(-c2ccccc2)c(-c2ccccc2)s1	3.4	-136.4	-58.6	3.5	-0.6	68.3*	-5.3	-0.1	-16.2	-5.0
16	CCOc1ccc(NC(=O)CN(C)S(=O)(=O)c2cccs2)cc1	-8.8	0.0	-3.3	4.1	0.7	-1.4	-0.6	-1.7	8.4	1.2
17	CN1c2ccccc2-c2nc3ccccc3n2C1c1ccncc1 (stereo unspecified)	5.2	-10.1	-0.1	0.8	-2.6	4.9	-1.1	1.7	11.1	-7.8
18	Cc1ccc(-c2csc(NC(=O)C3CC=CCC3C(=O)O)c2C(=O)OC(C)C)cc1 (stereo unspecified)	-3.4	-6.9	-3.2	0.7	5.1	50.6*	-5.7	-0.9	-10.0	1.2
19	COc1ccc(CN2CCN(C(=O)c3c(-c4ccccc4)noc3C)CC2)cc1F	-5.1	4.2	2.2	-3.8	-1.9	0.4	2.5	-0.3	2.9	2.2
20	COc1cccc(-c2nnn(CC(=O)N3CCC(C)CC3)n2)c1	1.8	-3.1	-4.1	-0.7	2.9	-3.0	-1.7	1.7	-5.7	-5.2
21	COc1ccc(OC)c(NC(=O)c2cn(C)c(=O)c3cc(OC)c(OC)cc23)c1	-6.8	-9.8	-0.9	-2.9	3.3	-0.2	3.4	0.2	-2.6	-2.7
22	CCc1ccc(/C=C2\SC(=S)N(CCCC(=O)N3CCN(C)CC3)C2=O)cc1	0.5	-9.9	-7.2	-13.1	-4.0	7.1	-4.5	-0.3	-8.4	5.0
23	COCCN(CCOC)C(=O)N1CCOCC1	-2.7	8.3	-4.3	-3.8	-0.4	0.9	-2.6	-1.0	0.7	1.1
24	C[C@@H]1CN([C@H](C)CO)C(=O)CCCn2nncc2CO[C@H]1CN(C)C(=O)Cc1ccccc1	-1.0	3.4	4.6	-2.6	2.4	1.3	7.2	0.5	-7.8	-0.2
25	CCOC(=O)c1nnc(-c2ccccc2)nc1N1CC(C)OC(C)C1 (stereo unspecified)	0.4	1.2	-2.3	0.3	-3.0	-3.4	2.1	-0.6	-5.6	-0.3
26	COc1cccc(CN2CCCC(C(=O)Nc3ccc(-c4cscn4)cc3)C2)c1 (stereo unspecified)	2.6	-14.1	-11.4	-0.8	-0.3	-4.7	5.1	-0.5	1.6	3.0
27	CC[C@@H]1[C@H]2CCCC(=O)N3CC[C@@H](C[C@@H]1OC(=O)Nc1ccccc1)[C@@H]23	1.8	-6.3	17.2	1.2	-1.8	-7.9	-4.7	-1.8	-3.6	-0.5
28	Nc1[nH]c(=S)nc2nc(-c3ccccc3)c(-c3ccccc3)nc12	1.2	1.6	8.3	1.1	-18.7	41.4*	3.2	-4.5	-5.2	-46.1
29	CCc1nc2c(OCc3cccc(Cl)c3)cccn2c1N(C)C(=O)Nc1ccccc1OC	-0.5	/	-4.3	-6.0	-2.7	2.0	-0.8	0.3	5.1	-6.5
30	COc1ccccc1C(=O)NCc1ccc(-c2nc3ccccc3s2)cc1	4.7	0.1	8.1	-5.2	7.2	0.6	-11.8	-1.9	-6.8	0.1
31	COC(=O)c1ccc(NC(=O)COC(=O)COc2cccc3c2OC(C)(C)C3)cc1	-7.0	-11.8	-6.8	-2.0	6.3	-1.6	-0.7	-2.1	0.1	-0.3
32	Cc1ccc(OCC(=O)NNC(=O)c2ccccc2OCc2c(C)noc2C)cc1	-3.4	1.1	-0.2	3.7	-0.5	-6.5	-4.8	-1.1	0.2	-0.6
33	COc1cccc(NC(=O)c2ccc(-n3cnnn3)cc2)c1	-1.3	3.6	-2.2	0.0	-2.4	1.1	4.8	-0.7	1.6	0.9
34	CCCCN1CN2Cc3cc(OC)ccc3C2CS1(=O)=O (stereo unspecified)	0.2	/	2.3	-2.8	5.4	2.0	/	/	/	0.0
35	CSc1ccc(C(=S)N2CCN(Cc3ccccc3)CC2)cc1	7.3	-9.9	-2.0	-3.0	0.7	-4.5	-3.9	1.2	0.4	3.6
36	CC(C)(C)OC(=O)[C@H](Cc1ccccc1)NC(=O)c1nc[nH]c1C(=O)NCC(=O)OCc1ccccc1	5.6	-38.0	-53.6	0.9	6.1	-2.8	0.8	-1.9	7.6	2.1
37	Cc1[nH]n(-c2cccc(Cl)c2)c(=O)c1-c1ccccc1	-4.9	-12.3	-4.5	-6.9	3.2	9.9	-7.4	-4.4	-4.8	-1.1
38	CCOc1ccc(C(=O)NCC(=O)NCC(c2ccc(OC)cc2)N2CCCC2)cc1 (stereo unspecified)	8.1	-7.4	3.0	-0.9	-0.6	-7.6	11.1	0.4	9.6	-1.9
39	COc1ccc(-c2nc3ccccc3c(=O)n2CCOc2ccccc2C)cc1	3.5	0.3	-3.7	2.0	5.5	-0.4	1.3	0.2	-2.5	-2.2
40	Cc1ccc(C(=O)CC(=O)COc2ccc(Cl)cc2C)cc1	-4.8	9.0	4.8	0.0	6.7	5.7	17.3	-0.9	-3.4	2.5
41	c1cn(C23CC4CC(CC(C4)C2)C3)cn1	0.5	7.9	1.9	-0.1	5.0	2.8	-7.8	-0.7	0.5	7.2
42	COc1ccccc1-c1c(C)nn2c(NCCN3CCCC3)cc(C)nc12	-3.0	-0.5	1.9	-1.8	1.6	5.8	-5.9	-1.0	-16.6	2.6
43	COC(=O)C1=C(C)N(Cc2ccccc2C(F)(F)F)C(=NCc2ccc(OC)cc2)NC1c1ccc(Cl)cc1 (stereo unspecified)	3.7	/	18.9	-2.7	-19.2	8.5	1.4	0.0	-4.7	-24.0
44	COc1ccc(OCCCn2cc(/C=C3/C(=N)N4C=C(C)SC4=NC3=O)c3ccccc32)cc1	-2.7	2.0	6.8	2.8	1.1	3.2	-6.7	-1.1	-3.1	2.1
45	CCn1c(CNC(=O)c2ccco2)nnc1SCC(=O)c1ccc(OC)cc1	1.4	7.5	-4.8	-3.6	0.4	2.6	0.7	-3.4	9.6	-0.3
46	CCOC(=O)C1=C(C)Nc2ccccc2N=C1NC(=O)c1ccc(Cl)c(S(=O)(=O)N2CCCC2)c1	0.0	-15.3	0.6	-3.2	-7.0	10.3	11.6	1.1	1.7	-12.9
47	Cn1c(=O)c2[nH]c(N3CCN(c4ccccc4)CC3)nc2n(C)c1=O	-2.0	1.7	0.8	-3.5	-3.5	-1.8	9.3	-1.4	-1.7	-3.1
48	CCC1(C)OC(=O)NN(c2ccc(C)cc2)C1(C)O (stereo unspecified)	1.8	11.6	-2.5	-4.5	4.0	-0.1	14.5	0.0	3.3	-2.8
49	Cc1csc(NC(=O)CCC(=O)N(CC(=O)NC2CCCC2)c2ccccc2)n1	4.1	2.7	0.0	1.2	2.2	-3.8	1.3	1.0	-4.5	-0.7
50	CCNC(=O)CCSc1nnc(-c2ccncc2)o1	-4.0	3.7	2.3	-0.6	2.5	-2.6	0.5	-0.4	6.1	0.5
51	O=C(COC(=O)CC(c1ccccc1)c1ccccc1)Nc1c(F)cccc1F	-2.6	/	-3.0	0.6	1.8	-1.3	0.6	-1.7	18.6	-2.8
52	O=C(NCCNc1ccc([N+](=O)[O-])cc1)c1cccs1	-1.0	2.7	3.0	0.5	-5.8	0.6	-5.3	-2.9	-2.6	-4.3
53	CC1C(=O)C(C)C(c2cccc(Br)c2)NC1c1cccc(Br)c1 (stereo unspecified)	-1.0	-25.4	-10.5	-3.7	-2.9	-0.4	1.6	-0.5	13.1	23.4
54	O=C(Nc1ccc2c(c1)OCCO2)c1c(F)c(F)c(F)c(F)c1F	-7.3	-6.2	3.7	-1.9	0.1	-3.8	3.8	-1.2	8.6	-1.7
55	CCN(CC)c1ccc(NC(=O)c2ccc3c(c2)OCO3)cc1	15.7*	10.0	-4.8	10.2*	-0.1	-1.6	-0.1	-11.1	10.4	-6.3

Screens from PubChem BioAssay.
